# Lipid droplet – modulators of hepatic lipid droplet formation | AML12 mouse hepatocytes, oleate lipid droplets, BODIPY imaging | inhibition, % at 6.5 µM | actives 0.4% (n = 240,000);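 active = lipid droplet intensity inhibited by at least 50%, with more than 500 cells counted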
#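 Assay system: AML12 hepatocytes (mouse); Probe or stimulus: oleic acid at 100 µM to induce lipid droplet formation; Dosing: compound at 6.5 µM only; Schedule: compound with oleate, overnight; Detection: fluorescence imaging, 20x objective, two fields per well; Measure: % inhibition of lipid droplet signal.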
# Yfh1-off respiration – enhancers of respiration in Yfh1-depleted yeast, dose response, Friedreich's ataxia, plus single-dose screen (AID 1465). S. cerevisiae Yfh1-off respiration, WST-1 reduction, 72 h; higher fold induction means a stronger effect. fold induction at 50 µM, or EC50 in µM where a hit was titrated. actives 0.074% (n = 220,000);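 active = fold induction of absorbance versus untreated yeast above a set limit, then at least 30% activation at any dose in follow-up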;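 also: activators that raise dye reduction in frataxin-depleted yeast; strong numbers were not always called active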
# Lipid droplet cells 6.5 µM – second read-out of Lipid droplet, no call of its own (marks repeat the call); cell count; measured here: cell count, cytotoxicity flag;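 cells counted across two imaged fields per well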
# Numbers without * were called inactive; i = inactive; x = no result given. This is a subset; the hit share may differ from the screen's.
SMILES,Lipid droplet,Lipid droplet cells 6.5 µM,Yfh1-off respiration
CCc1ccc(CCOc2ccc(CC3SC(=O)NC3=O)cc2)nc1 (configuration not stated),x,x,i
CC12CCC(=O)C=C1CCC1C2CCC2(C)C1CCC2(O)C(=O)CO (configuration not stated),x,x,i
NC1CCN(c2nc3c(cc2F)c(=O)c(C(=O)O)cn3-c2ccc(F)cc2F)C1 (configuration not stated),x,x,i
Nc1nc(O)c(N=Nc2ccc(S(N)(=O)=O)cc2)c(=O)[nH]1,1,810,x
CCN(CC)CCOC(=O)c1ccc(N)cc1,13,781,x
CN(C)CCC[C@]1(c2ccc(F)cc2)OCc2cc(C#N)ccc21,-2,783,x

# A run of entries taken from the entries so far, as a working copy:
SMILES,Lipid droplet,Lipid droplet cells 6.5 µM,Yfh1-off respiration
Nc1nc(O)c(N=Nc2ccc(S(N)(=O)=O)cc2)c(=O)[nH]1,1,810,x
CCN(CC)CCOC(=O)c1ccc(N)cc1,13,781,x
CN(C)CCC[C@]1(c2ccc(F)cc2)OCc2cc(C#N)ccc21,-2,783,x

# Individual results from the list:
# CCN(CC)CCOC(=O)c1ccc(N)cc1 | Lipid droplet = 13
# CN(C)CCC[C@]1(c2ccc(F)cc2)OCc2cc(C#N)ccc21 | Lipid droplet = -2
